STK33 kinase inh: human STK33 kinase inhibition; 320,000 compounds, 0.073% hits; AID 2661; inhibition, % at 10 µM; Q9BYT3; purified STK33, MBP phosphorylation, ADP-Glo luminescence;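 active = inhibition at or above 25%, using the most active replicate where run in duplicate; inactive = inhibition below 25%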
Target sequence (Q9BYT3 whole entry, looked up): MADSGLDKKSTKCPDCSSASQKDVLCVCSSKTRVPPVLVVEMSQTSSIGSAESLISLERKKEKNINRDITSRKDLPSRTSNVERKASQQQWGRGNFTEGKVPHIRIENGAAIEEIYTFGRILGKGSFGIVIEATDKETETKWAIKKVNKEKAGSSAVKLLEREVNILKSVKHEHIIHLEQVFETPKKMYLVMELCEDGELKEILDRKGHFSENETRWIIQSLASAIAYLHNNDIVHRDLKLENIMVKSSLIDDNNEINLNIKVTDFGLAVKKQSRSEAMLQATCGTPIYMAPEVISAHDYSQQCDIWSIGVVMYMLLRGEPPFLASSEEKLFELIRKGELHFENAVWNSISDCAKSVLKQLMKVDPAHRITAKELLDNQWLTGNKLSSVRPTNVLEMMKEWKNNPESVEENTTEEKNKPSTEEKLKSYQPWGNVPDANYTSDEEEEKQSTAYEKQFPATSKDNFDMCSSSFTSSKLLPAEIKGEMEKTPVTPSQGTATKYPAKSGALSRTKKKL
KCNQ2 inh: KCNQ2 potassium channel inhibitors, primary screen, cell-based, CHO-K1, FluxOR thallium flux, B-score (AID 2156) | O88943 | 20 min; hits give low values | B-score at 10 µM | 310,000 compounds, 1.1% hits;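 active = fluorescence ratio B-score at most minus 3 library SDs, with starting brightness B-score within 2 library SDs, cut at about -5.5 in these data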
Kir21 block: Kir2.1 (mouse) channel inhibition; B-score at 10 µM; 310,000 compounds, 0.85% hits; HEK293-Kir2.1, FluxOR thallium flux fluorescence; hits give low values;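 active = fluorescence ratio B-score at or below minus 3 SD of library scores, with starting-brightness B-score within 2 SD, cut at about -4.2 in these data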;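 note: channel flux triggered by added potassium and thallium sulfate stimulus; B-score of peak minus minimum fluorescence over baseline after thallium stimulus; more negative B-score means stronger Kir2.1 block with less thallium influx; some compounds called inactive have numbers as strong as hits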
Target sequence (P35561 whole entry, looked up): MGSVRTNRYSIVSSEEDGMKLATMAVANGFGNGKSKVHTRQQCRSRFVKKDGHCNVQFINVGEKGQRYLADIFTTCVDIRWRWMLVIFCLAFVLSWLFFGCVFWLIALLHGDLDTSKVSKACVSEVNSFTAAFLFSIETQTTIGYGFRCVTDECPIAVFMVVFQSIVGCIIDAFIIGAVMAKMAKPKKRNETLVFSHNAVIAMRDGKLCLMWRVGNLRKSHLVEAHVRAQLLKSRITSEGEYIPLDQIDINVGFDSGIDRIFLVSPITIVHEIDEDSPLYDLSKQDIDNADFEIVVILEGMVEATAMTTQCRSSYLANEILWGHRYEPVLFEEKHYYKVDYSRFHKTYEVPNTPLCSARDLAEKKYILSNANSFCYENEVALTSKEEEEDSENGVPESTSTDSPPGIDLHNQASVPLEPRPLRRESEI
Starred values were filed as active, the others as inactive; i = inactive; x = no result given. An unsorted share of the library. About 1.9% of those tested had a hit in this group.

cpd	molecule	STK33 kinase inh	KCNQ2 inh	Kir21 block
1	CCCC(c1nnnn1C(C)(C)C)N1CCN(C(=O)c2ccco2)CC1 (stereo not given)	-0.9	i	-1
2	Cc1ccccc1NC(=O)C(c1ccccc1)C1CCCC1 (stereo not given)	-1.3	i	0.21
3	CC(C)CC(NC(=O)C1CCCN1C(=O)OC(C)(C)C)C(=O)NCC(N)=O (stereo not given)	x	i	0.03
4	COCCn1c(SCC(=O)Nc2ccc(C(C)=O)cc2)nnc1-c1ccco1	-0.9	i	2
5	CC(=O)N1CCN(c2ccccc2NC(=O)COc2cc(C)cc(C)c2)CC1	0.3	i	-0.62
6	CN1CCN(/C=C2\SC(=S)NC2=O)CC1	-0.3	i	-1.6
7	COc1ccc(NS(=O)(=O)c2cn(C)c(=O)n(C)c2=O)c(OC)c1	-1.8	i	-0.15
8	Cn1cnnc1SCCNS(=O)(=O)c1ccccc1	0.6	i	0.17
9	O=C(CSc1ccc2nnc(-c3ccccn3)n2n1)Nc1ccc(F)cc1	0.0	i	0.17
10	Cc1ccc(C(=O)N/C(=C/C=C/c2ccccc2)C(=O)NCc2ccco2)cc1	-1.0	i	0.73
11	COc1ccc(S(=O)(=O)Nc2ccccc2)cc1OC	-0.1	i	0
12	Cc1cc(C)c2cc(CN(Cc3nnnn3C3CCCCC3)CC3CCCO3)c(=O)[nH]c2c1 (stereo not given)	0.2	i	-0.06
13	O=C(O)c1cc(-c2ccccc2)nc2nc(N3CCCCC3)sc12	0.4	i	1.7
14	O=C(O)c1cc([N+](=O)[O-])cc2c1C=Cc1ccccc1O2	-0.2	i	0.98
15	Cc1cc(C(=O)NCc2ccccc2)no1	-1.2	i	0.27
16	COC(=O)c1cc(OC)nc(OC)c1	-0.5	i	0.25
17	Cc1nc2cc(NS(=O)(=O)c3c(C)c(C)cc(C)c3C)ccc2s1	1.0	i	0.04
18	O=C1CCC(CCC(=O)N2CCCC(C(=O)c3cccc(C(F)(F)F)c3)C2)=NN1 (stereo not given)	-0.3	i	0.15
19	O=C(C[n+]1ccc(-c2nnc3n2CCC3)cc1)c1ccc(Cl)cc1	-1.2	i	0.11
20	CCN1C(=O)/C(=C/N(C)c2ccccc2)OC1=S	-1.1	i	-0.52
21	CC(NC(=O)Nc1ccc(Cl)c(Cl)c1)C(c1ccccc1)N1CCOCC1 (stereo not given)	-1.8	i	0.55
22	CCOC(=O)N/C(N)=N/c1nc2ccccc2s1	2.8	i	-0.03
23	Cc1cc(C(=O)N(NC(=O)C(C)C)c2ccccc2)cs1	-1.9	i	0.78
24	COc1ccc(-n2ccnc2SCC(=O)NCc2ccc3c(c2)OCO3)cc1	-1.2	i	-1.2
25	O=C(Nc1ccccc1C(=O)N1CCCCC1)c1cccc(S(=O)(=O)N2CCOCC2)c1	-0.3	i	-0.4
26	O=c1[nH]c(SCc2ccccc2)nc2[nH]ncc12	-0.7	i	0.51
27	O=C(Nc1nnc(-c2ccc3c(c2)CCCC3)o1)c1c(F)cccc1F	-0.7	i	-1.6
28	COc1cc(OC)cc(-c2nc(-c3ccccc3OC)no2)c1	x	i	-0.03
29	Cc1cc(C)cc(NC(=O)N2CCCN(c3c(Cl)cncc3Cl)CC2)c1	10	i	3.3
30	CCOC(=O)c1cnc2c(c(C)nn2C)c1Oc1cc(Cl)cc(Cl)c1	-1.6	i	0.16
31	COc1ccc(Cl)c2sc(N(Cc3cccnc3)C(C)=O)nc12	-0.8	i	-1.1
32	CNc1[nH]c(=O)[nH]c(=O)c1N=Nc1cc(Cl)ccc1Cl	-1.7	i	2.2
33	COc1ccccc1C1N(c2cc(Cl)ccc2OC)C(=O)C2CCCN21 (stereo not given)	2.9	i	1.3
34	CCOC(=O)N1CCN(c2c(NCc3ccccn3)c(=O)c2=O)CC1	-0.2	i	-0.52
35	CCOc1ccc2nc(COC(=O)c3cccc([N+](=O)[O-])c3)c(C(C)=O)[n+]([O-])c2c1	-2.3	i	1.9
36	O=C1c2nccnc2C(=O)N1c1ccc(C(F)(F)F)cc1	-0.8	i	1.4
37	Cn1c(=O)c2c(ncn2CC(=O)N2CCCc3ccccc32)n(C)c1=O	-0.1	i	-2.5
38	CCOc1ccc(S(=O)(=O)N2CCC(C(=O)NCCc3ccc(OC)c(OC)c3)CC2)cc1	-1.5	i	0.03
39	CCOC(=O)c1ccc(NC(=O)CCNc2c(N3CCCC3)c(=O)c2=O)cc1	0.4	i	-2.8
40	c1ccc(-n2nnnc2SCc2cn3cccnc3n2)cc1	x	i	1.2
41	COc1ccc(S(=O)(=O)NCC(=O)O)cc1C(=O)NC1CCCCC1	-2.2	i	-0.54
42	COc1ccc2[nH]cc(CCNC(=O)Nc3ccccc3)c2c1	0.4	i	-2.1
43	CCSc1nc(-c2ccccc2)c(C#N)c(=O)[nH]1	1.7	i	0.07
44	CCOC(=O)Cn1nc(-c2ccc(F)cc2)cc(Cc2ccccc2)c1=O	-3.8	i	0.48
45	CC(=O)N[C@@H](C)c1nc2ccccc2n1CCNC(=O)[C@H]1CCCN1c1nc(CN2CCCCC2)cs1	1.0	i	-0.15
46	COc1ccc(C2CC(=O)N3CN(Cc4ccco4)CSC3=C2C#N)cc1 (stereo not given)	0.9	i	0.39
47	Cc1ccc([N+](=O)[O-])cc1S(=O)(=O)N1CCCCC1C(=O)O (stereo not given)	-1.6	i	-2
48	Cc1cccc(CSc2ncccc2C(=O)O)c1	-0.6	i	0.01
49	CC(=O)Nc1ccc(OC(=O)c2ccc(Cl)cc2)cc1	-0.8	i	0
50	COCCOC(=O)c1c(C)n(C)c2ccc(OC(=O)c3cccs3)cc12	-0.6	i	2
51	COc1ccc(C(=O)NNC(=O)c2ccc(S(=O)(=O)N3CCCCC3)cc2)cc1	-0.7	i	-2.1
52	COC(=O)c1ccc(CSc2nc3ccc(C)cc3[nH]2)o1	-1.2	i	-0.29
53	CC(=O)c1ccc(NC(=S)N2C(C)CCCC2C)cc1 (stereo not given)	-1.7	i	-1.3
54	Cc1cc(NC(=O)CSc2ccc(-c3ccc4c(c3)OCO4)nn2)no1	-0.9	i	-0.14
55	c1ccc(Oc2ccc(-c3ccnc4nc(N5CCN(c6ccccc6)CC5)nn34)cc2)cc1	1.6	i	1.1
56	COC(=O)c1ccc(N2CCN(c3ccccc3)CC2)nc1	-1.0	i	0.36
57	CCNC(=O)CC1C(=O)N(c2ccccc2)C(=O)N1CCOC (stereo not given)	-0.4	i	1.1
58	COc1ccc(NC(=O)CSc2c(C)n[nH]c2C)cc1	0.0	i	-0.58
59	COc1ccc(S(=O)(=O)N(C)c2ccc(C(=O)N3CCC(C(N)=O)CC3)cc2)cc1	1.4	i	-0.31
60	Cc1ccccc1-n1c(C)nnc1SCc1cc(=O)oc2ccc3ccccc3c12	0.7	i	-0.53

Reprinted from the part before: 4 entries; new compounds follow.
cpd	molecule	STK33 kinase inh	KCNQ2 inh	Kir21 block
57	CCNC(=O)CC1C(=O)N(c2ccccc2)C(=O)N1CCOC (stereo not given)	-0.4	i	1.1
58	COc1ccc(NC(=O)CSc2c(C)n[nH]c2C)cc1	0.0	i	-0.58
59	COc1ccc(S(=O)(=O)N(C)c2ccc(C(=O)N3CCC(C(N)=O)CC3)cc2)cc1	1.4	i	-0.31
60	Cc1ccccc1-n1c(C)nnc1SCc1cc(=O)oc2ccc3ccccc3c12	0.7	i	-0.53
61	Cc1cc(C)nc(NC(=S)Nc2cccc(Cl)c2Cl)c1	-0.8	i	-0.12
62	O=C(COC(=O)c1ccc(O)cc1O)Nc1ncc(Cl)cc1Cl	0.8	i	-1.4
63	CC(C)N1CCc2c(sc(NC(=O)c3ccc4ccccc4c3)c2C(N)=O)C1	3.6	i	-3.8
64	COc1ccc([N+](=O)[O-])cc1NC(=O)COC(=O)/C=C/c1ccco1	-1.2	i	-1.2
65	Cn1c(=O)c2c(ncn2CC(=O)OCC(=O)c2ccc(Cl)cc2)n(C)c1=O	-0.2	i	1.3
66	O=C(COC(=O)C1(c2ccccc2)CC1)NNC(=O)c1ccccc1F	x	i	-0.67
67	Cc1ccc(NC(=O)Cn2nc(-c3ccccc3Cl)ccc2=O)c(Br)c1	-1.2	i	0.6
68	CC(=O)c1ccc(NC(=S)NCCc2ccc(S(N)(=O)=O)cc2)cc1	1.2	i	0.64
69	CCOc1ccccc1N1CC(C(=O)Nc2ccc3c(c2)OCCO3)CC1=O (stereo not given)	-0.3	i	1.3
70	COC(OC)c1ccnc(-c2ccc(OC(C)=O)cc2)n1	2.2	i	-0.79
71	O=C(CCNC(=O)c1ccc(Br)cc1)NCc1ccncc1	0.4	i	-0.19
72	O=C(NCc1n[nH]c(=S)n1-c1ccccc1)c1cccs1	-0.9	i	-0.34
73	COCCn1nnnc1C(c1cc2cccc(C)c2[nH]c1=O)N1CCN(c2ccccc2F)CC1 (stereo not given)	-3.1	i	-0.9
74	COC(=O)c1cc(OC)c(OC)cc1NC(=O)c1cnccn1	x	i	0
75	CCOC(=O)c1sc2nc(C3CC3)cc(-c3ccc(F)cc3)c2c1N	-0.7	i	-2.7
76	C=C1CCN(C(C(=O)OC)C(C)C)S(=O)(=O)c2ccccc21 (stereo not given)	-0.3	i	1
77	COc1ccc(Cl)cc1-c1nc(N)nc(N(C)C)n1	-1.3	i	-0.02
78	CC1(C)Cc2c(c(N3CCOCC3)nc3sc4c(NN)ncnc4c23)CS1	1.6	i	-0.4
79	COc1ccc(C2c3sc(=O)[nH]c3SC3C(=O)N(c4ccccc4)C(=O)C32)cc1 (stereo not given)	5.3	i	0.06
80	COC(=O)c1cc(NS(=O)(=O)c2ccc3c(c2)CCC(=O)N3)cc(C(=O)OC)c1	-1.9	i	0.22
81	O=C(NCc1ccc(Cl)cc1)c1cc(S(=O)(=O)N2CCCCC2)c[nH]1	2.2	i	-1.8
82	COc1ccc(N2C(=O)C(CN3CCCCC3)C2c2ccccc2)cc1 (stereo not given)	-1.2	i	-0.8
83	COC(=O)c1c(NC(=O)CN2CCC3(O)CCCCC3C2c2ccc(OC)cc2OC)sc(C)c1C (stereo not given)	-1.0	i	0.15
84	O=c1c([N+](=O)[O-])c(NCCN2CCCCCC2)c2ccccc2n1-c1ccccc1	-0.1	i	-2.1
85	CCOC(=O)c1c(NC(=O)CC)sc2c1CCN(Cc1ccccc1)C2	2.1	i	-0.15
86	Cc1cc(C)cc(C(=O)Nc2ccc3[nH]c(=O)[nH]c3c2)c1	0.5	i	-0.03
87	Cc1cccnc1Sc1c([N+](=O)[O-])ncn1C	-1.0	i	0.55
88	COC(=O)C1CCN(C(=O)C2CCN(C(=O)[C@@H](NS(=O)(=O)c3ccc(C)cc3)C(C)C)CC2)CC1	-0.1	i	0.39
89	CCN1CCN(c2c(Cl)cccc2NC(=O)c2ccc([N+](=O)[O-])cc2)CC1	-0.8	i	-0.28
90	Cc1ccc(-n2c(SCC(=O)NC3CCS(=O)(=O)C3)nc3ccccc3c2=O)cc1 (stereo not given)	-0.2	i	0.22
91	CC(=O)Nc1ccc(S(=O)(=O)N(C)c2ccc(OCC(=O)OCC(=O)N3CCCCC3)cc2)cc1	-1.3	i	-2.6
92	CCCNC(=O)c1ccc(N2CCC3(CC2)CC(c2ccccc2)=NO3)c(NC(=O)c2cccc(OC)c2)c1	-2.7	i	0.8
93	Cn1c(=O)[nH]c(=O)c2c1nc(CN1CCN(c3cccc(Cl)c3)CC1)n2CCN1CCOCC1	-4.2	i	-1.4
94	O=C(Cc1ccccc1)Nc1nnc(-c2ccccc2)o1	-2.1	i	-0.24
95	C/C(=N\NC(=O)c1ccc(CN2CCOCC2)cc1)c1ccc([N+](=O)[O-])cc1	-0.3	i	0.09
96	CC1(C)CC(=O)C(C=NCCc2ccc(S(N)(=O)=O)cc2)=C(O)C1	-1.2	i	-1.6
97	CC1S/C(=C(\C#N)C(N)=O)N(c2ccc(F)cc2)C1=O (stereo not given)	-0.3	i	0.6
98	CCOc1ncccc1C(=O)N(C)CC(=O)Nc1ccccc1SC	-0.9	i	0.16
99	O=C(NCc1ccc2c(c1)OCO2)C(=O)NCC1OCCN1S(=O)(=O)c1ccc(F)cc1 (stereo not given)	-1.8	i	2.2
100	CSc1ccc(/C=C(\C#N)C(=O)Nc2cccc(C)c2)cc1	0.9	i	0.47
101	CC(=O)c1cc2c(cc1NC(=O)CCc1ccccc1)OCO2	-1.5	i	-2.1
102	Cc1nc(-c2ccc(F)cc2)c(CC(=O)N2CCN(S(=O)(=O)c3cccc(Cl)c3)CC2)s1	-0.6	i	-1.9
103	CSc1ccc(C#N)cc1NC(=O)c1ccc(Cl)cc1	-0.5	i	0.45
104	COc1cc(/C=N/NC(=O)CC2(C)OCCCO2)ccc1OCc1ccccc1	-0.5	i	-0.76
105	CCOC(=O)c1c(NC(=S)Nc2cccnc2)sc(C)c1C	1.0	i	-0.04
106	COc1cc(OC)c(OC)cc1CN1CCN(C(=O)CC(C)C)CC1	-1.7	i	-0.02
